# IEC-6 tox = IEC-6 cytotoxicity, counter-screen for KLF5 inhibitors; actives 0.78% (n = 290,000); inhibition, % at 5 µM; luminescence viability; in the data active = inhibition above about 22%;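 note: 0% = plate median of test compound wells and 100% = cytotoxic reference compound wells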
# HSF1 activator = increases HSF-1 driven luciferase reporter signal. actives 1.7% (n = 300,000). activation, % at 9 µM. NIH3T3-HGL HSF-1 luciferase reporter, MG132, 8 h; 100% = twice DMSO control signal. AID 504408;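 active = mean replicate activation of at least 50% with a set share of replicates each reaching 50%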;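 note: 0% = median of the neutral control wells and 100% = twice that signal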
# Platelet DG rel = modulates dense granule release in human platelets; AID 1663; human platelet-rich plasma, SFLLRN dense granule ATP release, luminescence; actives 0.22% (n = 300,000); inhibition, %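 (compounds screened at 7.5 µM in platelet-rich plasma)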;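 active = mean replicate score, as percent of positive control, at or above 50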
# GSK3A inh = blocks human GSK-3 alpha kinase | P49840 | ADP-Glo luminescence, 60 min | inhibition, % at 10 µM | actives 0.1% (n = 320,000);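 in the data active = inhibition above about 50%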;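 note: GST-tagged GSK-3 alpha with peptide substrate and 25 µM ATP; 0% = DMSO neutral wells and 100% = GW8510 positive control wells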
# Target sequence (P49840 whole entry, looked up): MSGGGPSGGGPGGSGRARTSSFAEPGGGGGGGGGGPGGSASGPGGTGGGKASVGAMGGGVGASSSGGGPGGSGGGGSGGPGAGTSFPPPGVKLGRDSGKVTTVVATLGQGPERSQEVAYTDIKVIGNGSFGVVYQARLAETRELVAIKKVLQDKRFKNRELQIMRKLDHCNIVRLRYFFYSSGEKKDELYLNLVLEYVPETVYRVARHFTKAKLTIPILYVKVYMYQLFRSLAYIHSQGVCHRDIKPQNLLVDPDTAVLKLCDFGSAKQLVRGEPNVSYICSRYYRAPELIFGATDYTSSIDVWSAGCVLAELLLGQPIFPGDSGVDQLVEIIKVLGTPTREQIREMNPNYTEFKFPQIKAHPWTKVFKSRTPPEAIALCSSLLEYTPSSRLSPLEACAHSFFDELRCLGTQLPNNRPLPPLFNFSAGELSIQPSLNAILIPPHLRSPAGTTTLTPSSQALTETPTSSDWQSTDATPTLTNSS
# HSF1 inhib = HSF1 inhibition; NIH3T3-HGL HSE-luciferase, MG132-induced, luminescence 8 h; active compounds read low; activity change, negative = inhibition, % at 7.5 µM (by protocol); actives 0.77% (n = 300,000); AID 2098;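 active = more than half of replicate wells show activity change below -50%, luminescence cut by over half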;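 note: luciferase reports HSF-1 transcriptional activity via heat shock element; 0% = median of DMSO wells and -100% = zero luminescence signal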
# DYRK1A inh = Dyrk1A (rat) kinase inhibition | Q63470 | ADP-Glo luminescence, NFATc1 peptide | inhibition, % at 12.5 µM | actives 0.43% (n = 310,000) | AID 504441; in the data active = inhibition above about 50%;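 note: plate controls were vehicle with enzyme for no effect and no enzyme for full effect; many of its hits are not listed in these tables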
# HSP90 inh = HSP90 refolding inhibition in rabbit reticulocyte lysate; luciferase refolding luminescence, 3 h; actives 0.91% (n = 290,000); AID 1789; inhibition, % at 5.6 µM;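 active = inhibition above the screen-wide mean plus 3 SD, computed separately per campaign, cut at about 16% in these data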;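 note: 0% = DMSO wells and 100% = 60 µM geldanamycin wells; inhibitors lower the luminescence because luciferase stays unfolded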
# aSyn 5UTR inh = 5' untranslated region of α-synuclein, MLPCN primary screen; alpha-synuclein 5'UTR reporter, inhibitor activity; actives 0.82% (n = 300,000); inhibition, % (tested at 7.5 µM); in the data active = inhibition above about 60%;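 note: H4 neuroglioblastoma cells stably carrying SNCA 5'UTR luciferase fusion; 0% = DMSO wells and 100% = positive control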
# GSK3B inh = inhibitors of human GSK3beta kinase. AID 2097. activity score (negative = inhibition), % at 10 µM. GST-GSK3beta kinase, ADP-Glo luminescence, 60 min; active compounds read low. actives 0.038% (n = 300,000);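 active = more than half of replicate wells score below -50%, meaning over 50% inhibition versus plate controls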;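 note: 0% = median DMSO wells and -100% = median GW8510 positive control wells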
# Target sequence (P49841 whole entry, looked up): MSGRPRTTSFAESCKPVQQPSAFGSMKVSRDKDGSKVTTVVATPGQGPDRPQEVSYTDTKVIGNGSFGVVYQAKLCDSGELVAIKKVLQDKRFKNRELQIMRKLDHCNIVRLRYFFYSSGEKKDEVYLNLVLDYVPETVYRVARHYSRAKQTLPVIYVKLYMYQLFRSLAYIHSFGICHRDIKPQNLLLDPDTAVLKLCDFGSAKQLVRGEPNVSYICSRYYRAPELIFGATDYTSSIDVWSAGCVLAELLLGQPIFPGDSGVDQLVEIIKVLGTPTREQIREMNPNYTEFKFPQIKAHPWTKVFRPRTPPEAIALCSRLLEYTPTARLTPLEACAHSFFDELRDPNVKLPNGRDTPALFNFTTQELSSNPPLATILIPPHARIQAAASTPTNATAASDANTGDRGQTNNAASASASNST
#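 Assay system: GST-tagged human GSK3beta kinase, cell-free; Input: 1.6 ng GSK3beta; Medium: Tris/MgCl2 kinase buffer; Timing: 60 min enzyme reaction, room temperature; Signal: ADP-Glo luminescence quantifying ADP generated by kinase; Evaluation: score relative to plate controls; Benchmarks: DMSO neutral wells and GW8510 at 20 µM as positive.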
# KLF5 inhibitor = inhibitors of KLF5 expression. DLD-1 KLF5 promoter-luciferase reporter, luminescence. inhibition, % at 5 µM. actives 0.23% (n = 290,000);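 active = inhibition above a per-plate limit of that plate's mean compound inhibition plus 3 SD, cut at about 60% in these data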;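 note: 0% = DMSO wells and 100% = LY294002 at 200 µM; higher means less KLF5 promoter-driven luciferase light; inactives centre near -14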
# An asterisk follows results filed as active; / = not tested or not shown. These rows are one share of the data, so the mix of outcomes need not match the whole.
SMILES,IEC-6 tox,HSF1 activator,Platelet DG rel,GSK3A inh,HSF1 inhib,DYRK1A inh,HSP90 inh,aSyn 5UTR inh,GSK3B inh,KLF5 inhibitor
CC(NCc1ccc(S(N)(=O)=O)cc1)C(=O)N1c2ccccc2CC1C (stereo not drawn),3,-2,-9,0,5,-1,8,5,0,-10
COc1ccccc1NC(=O)C1CCCN1S(=O)(=O)c1ccc(Cl)cc1 (stereo not drawn),3,19,-4,10,15,-4,1,-7,1,24
OCC1OC(Oc2c[nH]c3ccccc23)C(O)C(O)C1O (stereo not drawn),/,5,-2,5,-2,8,/,-10,0,/
O=C(Nc1cccc(O)c1)c1cc(-c2ccccc2Cl)on1,2,-67,34,2,-58*,-1,41*,46,-1,-8
Cc1nn2c(N3CCN(C(=O)c4ccco4)CC3)cc(C(C)(C)C)nc2c1-c1ccccc1,1,9,2,-1,-8,/,-1,39,1,1
CCOc1cc(-c2nc(-c3cc(OC)c(OC)c(OC)c3)no2)cc(OCC)c1OCC,2,-18,3,3,-6,/,1,-8,2,-30
CCOc1ccccc1OCCCOc1ccc(C)cc1Cl,-7,32,-1,-2,22,-3,-2,-111,-3,-12
C=CCN(c1ccc(C(=O)OC)cc1)S(=O)(=O)c1ccccc1,3,10,17,11,-4,-6,4,-18,1,-9
O=C(OCN1C(=O)c2ccccc2C1=O)c1cccc(S(=O)(=O)N2CCOCC2)c1,-6,9,21,-2,9,1,2,-1,0,-18
O=C(Cn1cnc2cc([N+](=O)[O-])ccc2c1=O)Nc1ccccc1-c1ccccc1,-10,-7,-2,-5,10,2,3,-8,0,-4
COc1ccccc1NC(=O)Cc1nnc(SCC(=O)NC2CCCCC2)n1C,-1,-16,-3,2,-1,0,3,12,0,-16
COc1ccc(CC(=O)Nc2cccc(C)n2)cc1OC,-1,-1,-2,2,4,1,5,-23,-2,-15
N/C(=N\OC(=O)c1ccc([N+](=O)[O-])cc1)c1ccccn1,-9,/,15,3,/,6,3,/,-6,-80
Cc1ccc(-c2nnn(CCC(=O)NC3CCCC3)n2)cc1,2,-11,0,1,1,7,-3,7,2,-6
O=C(NCC1CCCO1)C1CCCN(S(=O)(=O)c2ccc(Cl)cc2)C1 (stereo not drawn),-13,-10,-3,2,-5,-7,0,7,1,1
CCOc1cc(/C=N/N=C/c2ccc(O)c(OCC)c2)ccc1O,-3,-13,36,-1,-5,-2,-7,-4,0,-24
COc1ccc(Cc2nc(C(=O)NCc3ccccc3OC)cs2)cc1,4,12,1,-8,-7,2,1,7,-1,2
O=S(=O)(Nc1ccon1)c1ccc(Br)cc1,4,31,10,0,5,-6,1,-12,0,-6
O=C(c1cc(Cl)ccc1Cl)N1CCN(c2ccccn2)CC1,-6,22,0,0,2,1,1,-14,0,-14
CC(C)Nc1nc(-c2ccncc2)nc(-c2ccc(Cl)cc2)c1C#N,-2,-9,2,-1,-4,-1,-1,39,0,-14
Cc1cc(C)c(NC(=O)C2CCCN2C)c(C)c1 (stereo not drawn),-2,5,-2,-2,-3,-1,-3,-5,-1,7
CCCNC(=O)COC(=O)c1ccc(-c2ccccc2)cc1,-2,-17,21,-3,-10,-1,-6,-9,-1,-14
COCC(=O)NC1CCCCCC1,0,21,1,-2,-1,10,4,-11,1,7
COc1cccc(OC)c1NC(=O)NC(=O)c1c(OC)c(Br)cc([N+](=O)[O-])c1OC,-4,/,/,0,/,4,1,/,0,-7
CC(C)C(OC(=O)c1ccco1)C(=O)NCc1ccc2c(c1)OCO2 (stereo not drawn),-9,-3,2,0,-3,2,-5,24,3,12
C=CCN(CC=C)C(=S)NC(=O)c1ccc([N+](=O)[O-])cc1,-4,29,-2,-3,9,-5,3,-30,-1,-21
COc1cccc(CNC(=O)c2ccc(CS(=O)(=O)Cc3ccc(C)cc3)o2)c1,-7,-2,3,-2,-11,-5,0,1,1,-13
CCCNc1ncnc2sc(C)c(C)c12,4,/,/,3,/,1,1,/,/,-43
COC(=O)c1ccc(N2CCN(c3ccccc3)CC2)c(N)c1,0,-1,-7,-1,-6,2,10,-134,-2,-61
Cc1ccc(Nc2nc(Cl)nc(N(C)C#N)n2)cc1,5,-1,5,9,9,12,5,38,-6,2
CCC(Sc1nc2c(c(=O)[nH]1)CCC2)C(=O)Nc1cccc(OC)c1 (stereo not drawn),0,11,3,-2,4,-1,-3,16,/,6
O=C1Nc2cc(Cl)c(Cl)cc2N(O)N1c1ccccc1Cl,-1,-8,2,-6,-2,0,0,10,-1,-1
Cc1ccc2oc(C(=O)NC3CCS(=O)(=O)C3)c(C)c2c1 (stereo not drawn),-8,14,-2,/,5,/,4,-17,-3,-19
O=C(NCCc1c[nH]c2ccccc12)/C(=C/c1cccnc1)NC(=O)c1cccs1,-3,-6,-3,-1,0,-5,2,41,1,-4
COc1ccc(NC(=O)CN2C(=O)NC3(CCCC3)C2=O)cc1OC,0,28,-4,-1,-1,4,-2,9,1,-10
Cc1ccc(COc2ccsc2-c2n[nH]c(=S)n2C)cc1,3,-26,-6,-1,-2,-3,5,-19,3,15
CC(NC(=O)Nc1ccccc1)C(c1cccs1)N1CCOCC1 (stereo not drawn),7,-3,2,3,-2,2,6,27,1,9
O=C(O)c1ccc(NC(=O)c2cccc(C(=O)Nc3ccc(C(=O)O)cc3)c2)cc1,-5,14,-3,-3,5,5,2,9,0,-19
O=C(O)c1ccccc1OCCOCCOc1ccccc1C(=O)O,4,/,/,-4,/,/,0,/,/,-19
CCN(CC)S(=O)(=O)c1ccc2oc(SCC3CN=C(c4ccc(OC)cc4)S3)nc2c1 (stereo not drawn),-1,0,2,0,3,-1,3,-29,-3,-28

# Part of the list above in another layout.
# Values run as follows: IEC-6 tox, HSF1 activator, Platelet DG rel, GSK3A inh, HSF1 inhib, DYRK1A inh, HSP90 inh, aSyn 5UTR inh, GSK3B inh, KLF5 inhibitor
- Cc1cc(C)c(NC(=O)C2CCCN2C)c(C)c1 (stereo not drawn)
    -2, 5, -2, -2, -3, -1, -3, -5, -1, 7
- CCCNC(=O)COC(=O)c1ccc(-c2ccccc2)cc1
    -2, -17, 21, -3, -10, -1, -6, -9, -1, -14
- COCC(=O)NC1CCCCCC1
    0, 21, 1, -2, -1, 10, 4, -11, 1, 7
- COc1cccc(OC)c1NC(=O)NC(=O)c1c(OC)c(Br)cc([N+](=O)[O-])c1OC
    -4, /, /, 0, /, 4, 1, /, 0, -7
- CC(C)C(OC(=O)c1ccco1)C(=O)NCc1ccc2c(c1)OCO2 (stereo not drawn)
    -9, -3, 2, 0, -3, 2, -5, 24, 3, 12
- C=CCN(CC=C)C(=S)NC(=O)c1ccc([N+](=O)[O-])cc1
    -4, 29, -2, -3, 9, -5, 3, -30, -1, -21
- COc1cccc(CNC(=O)c2ccc(CS(=O)(=O)Cc3ccc(C)cc3)o2)c1
    -7, -2, 3, -2, -11, -5, 0, 1, 1, -13
- CCCNc1ncnc2sc(C)c(C)c12
    4, /, /, 3, /, 1, 1, /, /, -43
- COC(=O)c1ccc(N2CCN(c3ccccc3)CC2)c(N)c1
    0, -1, -7, -1, -6, 2, 10, -134, -2, -61
- Cc1ccc(Nc2nc(Cl)nc(N(C)C#N)n2)cc1
    5, -1, 5, 9, 9, 12, 5, 38, -6, 2
- CCC(Sc1nc2c(c(=O)[nH]1)CCC2)C(=O)Nc1cccc(OC)c1 (stereo not drawn)
    0, 11, 3, -2, 4, -1, -3, 16, /, 6
- O=C1Nc2cc(Cl)c(Cl)cc2N(O)N1c1ccccc1Cl
    -1, -8, 2, -6, -2, 0, 0, 10, -1, -1
- Cc1ccc2oc(C(=O)NC3CCS(=O)(=O)C3)c(C)c2c1 (stereo not drawn)
    -8, 14, -2, /, 5, /, 4, -17, -3, -19

# A stretch of the results above:
SMILES,IEC-6 tox,HSF1 activator,Platelet DG rel,GSK3A inh,HSF1 inhib,DYRK1A inh,HSP90 inh,aSyn 5UTR inh,GSK3B inh,KLF5 inhibitor
COc1cccc(OC)c1NC(=O)NC(=O)c1c(OC)c(Br)cc([N+](=O)[O-])c1OC,-4,/,/,0,/,4,1,/,0,-7
CC(C)C(OC(=O)c1ccco1)C(=O)NCc1ccc2c(c1)OCO2 (stereo not drawn),-9,-3,2,0,-3,2,-5,24,3,12

# Following part
SMILES,IEC-6 tox,HSF1 activator,Platelet DG rel,GSK3A inh,HSF1 inhib,DYRK1A inh,HSP90 inh,aSyn 5UTR inh,GSK3B inh,KLF5 inhibitor
COc1cc2c(cc1OC)C(=O)N(C)CC2,6,25,-4,-2,0,2,-1,17,1,-22
CCOc1cc(/C=N\NC(=O)CC(=O)NCCc2ccccc2)ccc1O,0,-2,-6,2,-5,0,1,9,-3,-9
CC(NC(=O)C1c2ccccc2Oc2ccccc21)C1CCCO1 (stereo not drawn),4,8,3,-2,-1,/,5,-4,-1,-28
CCOc1ccccc1NC(=O)CSc1ncnc2c1oc1ccccc12,4,-4,6,-1,0,0,0,1,3,-27
CCN1CCN(C(=O)c2ccc(OC)c(S(=O)(=O)Nc3ccc(C)cc3)c2)CC1,-2,13,-15,0,-3,/,-1,-3,1,-14
CCC(C)(C)N=C(NC#N)Nc1cccnc1,0,-25,-1,-5,-7,/,2,7,0,-17
O=C(COC(=O)/C=C/c1ccco1)NCc1ccccc1,-1,2,7,0,-2,/,-1,-9,-3,-14
O=C(O)Cc1ccc(NC(=O)c2ccc(NC(=O)c3ccco3)cc2)cc1,2,1,-5,11,-1,2,-3,-10,-2,-29
CC1CC(C)CN(S(=O)(=O)c2ccc(C(=O)N3CCN(c4ccccc4)CC3)cc2)C1 (stereo not drawn),5,-11,-1,-3,-5,-2,4,-5,-1,6
CCc1ccc(/C(C)=N/NC(=O)c2c[nH]c3ccccc23)s1,9,-3,1,-2,9,/,-4,-11,-1,-30
Cc1nc(CNS(=O)(=O)c2ccc(F)cc2)cs1,-4,-12,-1,0,1,-4,1,18,-16,-8
CCOc1cc(/C=C2/NC(=O)N(CC(=O)Nc3cccc(C)c3)C2=O)ccc1OC,8,7,0,-1,1,1,2,36,0,-12
COc1ccccc1CN(C)C(=O)c1cc(C)nc2ccccc12,-3,0,1,0,-5,-2,-4,13,-1,6
COc1cccc(/C=C2\SC(=O)N(CCC(=O)NC3CCS(=O)(=O)C3)C2=O)c1 (stereo not drawn),0,-9,3,1,10,3,2,-36,2,-20
Cc1ccnc(N2CCCC(C(=O)NCc3cccs3)C2)n1 (stereo not drawn),2,-72,1,0,-66*,-2,0,2,4,-18
O=C(COC(=O)Cc1ccc(Cl)cc1Cl)Nc1ccccc1OC(F)F,6,-10,4,-1,5,0,2,2,-7,5
O=C(NCc1ccccc1)C1=C[C@H](c2ccccc2)C[C@H](OCc2ccc(CO)cc2)O1,/,2,-1,6,-4,52*,/,-24,0,/
Clc1ccc(CCNc2nc3ccccc3n3nnnc23)cc1,-1,51*,0,-1,26,3,0,8,-3,0
